Bioassay records from PubChem.
PI4K2A block: blocks human PI4K2A kinase activity; Q9BTU6; AID 1346378; 0.13% of 420,000 active; activity change, negative = inhibition, % at 76.9 µM; purified PI4K2A, ADP-Glo luminescence, 1 h; active compounds read low; in the data active means activity change below about -50%; inconclusive means mostly about -30% to -49%;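 further: -100% = wells without enzyme as full effect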
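In this quantitative HTS, ADP production by PI4K2A was quantified luminescently after 1 h at ambient temperature; 100 microM adenosine served as plate-quality control.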
Vif-APOBEC3G blk: Vif-A3G binding inhibition; Q9HC16; HeLa A3G-eYFP + Vif (tagged APOBEC3G with the HIV-1 protein that degrades it), YFP fluorescence, overnight; Potency, µM (highest dose often 46.1 µM), for the others: at the top dose activity, negative = active, most hits filed as inhibitors; 0.076% of 410,000 active; AID 602310;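 further: potency means the concentration at half of the fitted maximal effect; on the % scale 0 is the no-effect control and ±100 the full control effect; nearly all actives have a fitted effect of over 60% in size; hits raise eYFP signal because A3G escapes Vif-driven loss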
Target sequence (Q9HC16 whole entry, looked up): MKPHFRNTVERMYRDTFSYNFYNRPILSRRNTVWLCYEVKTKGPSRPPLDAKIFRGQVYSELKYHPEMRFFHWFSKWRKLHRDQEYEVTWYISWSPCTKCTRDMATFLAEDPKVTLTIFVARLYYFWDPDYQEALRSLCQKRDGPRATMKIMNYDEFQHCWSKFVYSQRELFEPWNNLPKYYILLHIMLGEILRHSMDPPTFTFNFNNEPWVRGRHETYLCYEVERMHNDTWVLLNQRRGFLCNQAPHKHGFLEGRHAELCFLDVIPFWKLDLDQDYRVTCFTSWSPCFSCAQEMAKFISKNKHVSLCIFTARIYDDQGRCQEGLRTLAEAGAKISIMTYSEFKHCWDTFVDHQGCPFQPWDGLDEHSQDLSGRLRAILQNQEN
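Read-out is eYFP fluorescence (Ex 488/Em 500-530) from Vif-expressing HeLa A3G-eYFP cells; more signal means A3G escaped Vif-mediated degradation. Cells plated overnight, compound pinned in, incubated overnight at 37 deg C.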
LDHA inh: blocks human lactate dehydrogenase A; activity change, % (values are at about 110 or 230 µM); 0.15% of 480,000 active; purified LDHA, NADH/diaphorase-resazurin fluorescence; active compounds read low; in the data active means activity change below about -30%; inconclusive means mostly about -25% to -30%;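 further: plate controls were DMSO wells for no effect and wells without enzyme for full effect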
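Enzyme activity of human lactate dehydrogenase 5 (2 nM; 0.06 mM NADH, 0.2 mM pyruvate, 5 min, RT) is measured via a resazurin/diaphorase fluorescence readout of residual NADH.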
Vif-A3F inh: Vif-A3F binding inhibition | HeLa A3F-eYFP + Vif (tagged APOBEC3F with the HIV-1 protein that degrades it), YFP fluorescence increase | Potency, µM (series often up to 46.1 µM), without a hit: at the highest dose activity, negative = active | 0.2% of 390,000 active | AID 602313; further: potency means the concentration at half of the fitted maximal effect; % of control where 0% means no effect; nearly all actives have a fitted effect of over 65% in size
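Fluorescence increase (Ex 488/Em 500-530) after overnight compound treatment at 37 deg C flags inhibition of Vif-driven A3F-eYFP loss in stable HeLa A3F-eYFP/Vif cells seeded overnight beforehand.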
IDH1 R132H inh: inhibitors of human mutant IDH1 R132H; O75874; AID 602179; 0.093% of 390,000 active; IDH1-R132H enzyme, NADPH consumption, diaphorase/resazurin fluorescence; Potency, µM (series often up to 76.6 µM), for the others: at the highest dose activity change, negative = inhibition, hits mostly inhibitors; further: potency means the concentration at half of the fitted maximal effect; on the % scale 0 is the no-effect control and ±100 the full control effect; nearly all actives have a fitted effect of over 65% in size
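IDH1-R132H (0.5 ug/mL) preincubated 30 min with compound, then NADPH (0.016 mM) and alpha-KG (2 mM) added; 80 min at RT, pH 7.5. Remaining NADPH coupled via diaphorase/resazurin to fluorescence (540/590 nm); concentration-response curves normalized to no-enzyme control.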
RXFP1 agonist: RXFP1 (human) receptor agonism | Q9HBX9 | HEK293T-RXFP1 cAMP TR-FRET, 30 min; response scale: percent of porcine relaxin response, buffer zero | Potency, µM (top dose mostly 57.5 µM), for inactives: at the top dose activation, most hits filed as activators | 0.3% of 370,000 active | AID 2676; further: potency means the concentration at half of the fitted maximal effect; on the % scale 0 is the no-effect control and ±100 the full control effect; nearly all actives have a fitted effect of over 60% in size; many of its hits are not listed in these tables
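cAMP rise read by TR-FRET after 30 min, 37C compound exposure (up to 58 uM) in RXFP1-transfected HEK293 cells with Ro 20174 present. EC50 from Hill-equation fits, with 29 nM porcine relaxin as 100% and buffer as basal.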
Glioma ERSR ind: inducers of ER stress response in human glioma cells; AID 602332; 0.02% of 420,000 active; U87-MG GRP78 promoter luciferase reporter, 16 h; Potency, µM, for inactives: at the highest dose activation, hits mostly activators; further: potency means the concentration at half of the fitted maximal effect; series mostly up to about 76 µM; % of control where 0% means no effect; nearly all actives have a fitted effect of over 35% in size
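ERSR induction read as luciferase luminescence (Bright-Glo, 10 min at room temperature) in stably transfected human U87-MG glioma cells exposed to compounds for 16 h, using GRP78 as sensor.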
USP1 inh: inhibitors of human USP1/UAF1 deubiquitinase; O94782; recombinant USP1/UAF1, Ub-Rhodamine cleavage fluorescence; Potency, µM (titrated, usually from 57.1 µM), for the others: at the highest dose activity change, negative = inhibition, actives largely listed as inhibitors; 0.23% of 390,000 active; AID 743255; further: potency means the concentration at half of the fitted maximal effect; on the % scale 0 is the no-effect control and ±100 the full control effect; nearly all actives have a fitted effect of over 60% in size; inactives centre near -12
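USP1/UAF1 complex at 1 nM was preincubated with compound for 15 min at room temperature, then Ub-Rho substrate (150nM final) was added. Fluorescence (480/540 nm) was read kinetically, 6 reads every 60 seconds.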
TrxR1 substrate: substrates of rat thioredoxin reductase 1 | purified TrxR1 substrate turnover, NADPH consumption readout | Potency, µM (top dose mostly 114 µM), for the others: at the highest dose activity change, negative = substrate turnover | 0.01% of 390,000 active; further: potency means the concentration at half of the fitted maximal effect; on the % scale 0 is the no-effect control and ±100 the full control effect; nearly all actives have a fitted effect of over 50% in size
Target sequence (O89049 whole entry, looked up): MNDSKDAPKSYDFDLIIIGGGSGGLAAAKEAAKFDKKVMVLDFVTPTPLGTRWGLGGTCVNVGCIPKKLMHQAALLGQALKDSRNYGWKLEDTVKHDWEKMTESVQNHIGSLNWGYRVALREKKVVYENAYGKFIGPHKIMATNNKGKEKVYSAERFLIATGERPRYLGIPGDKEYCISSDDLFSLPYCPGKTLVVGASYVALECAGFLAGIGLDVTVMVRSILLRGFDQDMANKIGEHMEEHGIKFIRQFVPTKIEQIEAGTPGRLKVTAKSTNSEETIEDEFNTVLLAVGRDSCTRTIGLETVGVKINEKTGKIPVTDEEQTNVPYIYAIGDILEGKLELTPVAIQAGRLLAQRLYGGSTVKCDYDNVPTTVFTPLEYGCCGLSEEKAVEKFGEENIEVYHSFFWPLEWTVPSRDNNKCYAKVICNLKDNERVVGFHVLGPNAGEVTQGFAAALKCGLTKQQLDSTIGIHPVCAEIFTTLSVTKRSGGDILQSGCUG
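Rat TrxR1, dispensed at 90 nM, was prereduced with 400 uM NADPH (final) for 5 min at ~22 deg C, then incubated with compound 15 min before 400 uM selenite. A first-read NADPH fluorescence drop versus no-compound background flagged substrates.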
Starred values were filed as active, the others as inactive; ? = inconclusive; . = no result given; [ ] = another dose, or the depositor's remark. Unless noted, the call rests on the fitted dose curve; in most records, active means well fitted curve in the direction sought with a large enough effect; inconclusive means small, poorly fitted or top-dose-only effect, or another doubt; inactive means no such curve, though single readings can be large; an effect the other way counts as inactive or inconclusive. Only part of the results is shown, so the mix of outcomes need not match the whole.

mol	PI4K2A block	Vif-APOBEC3G blk	LDHA inh	Vif-A3F inh	IDH1 R132H inh	RXFP1 agonist	Glioma ERSR ind	USP1 inh	TrxR1 substrate
CSc1ccccc1NC(=O)c1cc(-c2cccs2)on1	-0.9	-1.0%	0.4	-0.7%	-2.1%	-0.6%	6.1%	-8.8%	37.1%[activator]
CCn1cnc2sc(C(=O)O)c(C)c2c1=O	3.7	0.9%	-3.3	.	0.7%	3.5%	-3.6%	-15.1%	2.2%
COc1ccc(NC(=O)c2nnn(CC(=O)Nc3ccc(C)c(C)c3)c2N)cc1OC	-3.3	-2.7%	-4.2	-3.5%	1.7%	-0.4%	-4.4%	-5.4%	7.3%[57.1 µM]
CC1COC(c2cccn2Cc2ccccc2Cl)=N1 (centres undefined)	5.5	-4.2%	-7.4	-10.2%	-2.7%	-1.4%	-5.0%	-8.4%	-8.7%
CCC(=O)NC(c1cc(Cl)c2ccccc2c1O)C1CC1 (centres undefined)	0.1	-12.4%	-2.7	-5.0%	.	-0.1%	-3.2%	.	8.2%
Cc1cc(C)c2nc(SCC#N)cc(C)c2c1	-4.6	?	4.2	-5.3%	4.8%	1.3%	0.7%	-18.1%	2.7%
CCCCNC(=S)Nc1cccc(C(C)=O)c1	6.2	0.9%	-8.5	0.7%	4.0%	4.1%	0.7%	-7.7%	-4.7%
O=C(CNC(=S)N(CCCN1CCOCC1)Cc1cccs1)NC1CCCCCCC1	4.0	1.6%	1.5	-0.1%	10.9%	-0.4%	-1.3%	-9.4%	7.6%[57.1 µM]
Cn1c(=O)[nH]c(=O)c2c1nc(N1CCCCC1)n2CCCSc1nc2ccccc2s1	-3.2	-0.1%	-4.0	-2.6%	0.1%	2.1%	-8.4%	-10.3%	-4.5%
O=C(COc1ccc(Cl)cc1)NCc1nnc(SCC(=O)NCc2ccc3c(c2)OCO3)o1	5.6	0.4%	-1.9	-2.5%	-0.7%	1.1%	-5.5%	-20.3%	-1.5%
CN1CCN(C(=O)CCCN2C(=O)/C(=C/c3cccc(Br)c3)SC2=S)CC1	-7.9	-24.8%	15.2	-26.3%	0.0%	-2.1%	-7.8%	-10.1%	-15.7%
COC(=O)c1sc(NC(=O)CCCn2nc([N+](=O)[O-])cc2C)c(C(=O)OC)c1C	-8.7	2.0%	-2.0	-15.1%	-4.0%	-0.2%	-5.2%	0.5%	-7.3%
Cc1ccc(CN(C)C(=O)CCNS(=O)(=O)c2ccccc2)o1	-0.3	-9.2%	0.1	1.2%	-11.0%	-1.0%	2.4%	-15.0%	6.1%
Cc1ccc(S(=O)(=O)N2CCC(C(=O)Nc3cc(C(F)(F)F)ccc3N3CCOCC3)CC2)cc1C	0.3	-2.9%	-1.7	9.5%	11.7%	-1.0%	-4.9%	-21.1%	2.7%
Cc1cccc(NC(=O)CNC(=O)CCNC(=O)c2ccc(C(C)(C)C)cc2)c1C	0.1	-3.3%	-1.4	-1.0%	-5.8%	-0.4%	-0.7%	-26.7%	1.8%
CCC(C(=O)OC)n1cnc2c(oc3ccccc32)c1=O (centres undefined)	-1.7	-0.1%	-5.3	-14.4%	5.4%	-0.2%	-2.4%	0.3%	-8.1%
CCCc1cc(=O)[nH]c(SCC(=O)Nc2ncc(S(=O)(=O)c3ccc([N+](=O)[O-])cc3)s2)n1	-0.2	-5.4%	-10.3	-0.6%	-8.2%	0.5%	-3.8%	-24.1%	3.4%
Cc1cc(=O)[nH]c(=S)n1-c1ccccc1	-0.1	0.3%	0.1	-8.1%	-0.8%	-1.1%	-2.9%	-12.2%	-3.9%
Cc1ccc(C(=O)Nc2cccc(Oc3ccccc3)c2)o1	-10.8	-18.1%	3.1	7.8%	0.0%	-1.7%	1.8%	-24.6%	-4.9%
COc1cccc(NC(=S)N(CCc2ccc(OC)c(OC)c2)Cc2ccccn2)c1	11.2	-0.4%	-6.4	22.8%	-13.9%	2.7%	-3.4%	-8.1%	-2.3%
Cc1nc2ccc(C(=O)Nc3cccc(NS(C)(=O)=O)c3)cn2c1N(C)C(=O)CCc1ccccc1	2.3	-0.4%	-2.6	.	.	.	-3.2%	.	.
c1ccc(-n2ncc3c2ncn2nc(-c4ccco4)nc32)cc1	-2.9	-7.1%	-10.1	-17.0%	0.4%	?	2.1%	-6.0%	19.8%
COc1ccc(Br)cc1/C=N/NC(=O)c1cccc(S(=O)(=O)N2CCOCC2)c1	-2.4	-3.6%	-8.2	11.5%	-4.5%	-1.4%	-6.1%	-15.4%	-3.3%
COc1ccc(CC(=O)c2ccc(OC)c(OC)c2C)cc1OC	1.2	0.4%	-10.7	-5.4%	0.7%	5.0%	3.8%	-24.7%	1.1%
CCn1c(C)nnc1SCC(=O)NC1CCCCCC1	1.2	6.0%	-3.7	-6.7%	-1.5%	-1.5%	3.2%	-14.1%	-0.1%
Cc1ccc(C(=O)COC(=O)c2cc(-c3ccc(Cl)cc3)nc3ccccc23)cc1	-0.9	-3.0%	-4.6	2.1%	-13.0%	18.1%	-3.9%	2.4%	4.4%
Cc1cc(NC(=O)CSc2nnc(-c3c[nH]c4ccccc34)n2-c2ccc(Cl)cc2)no1	2.2	-12.5%	-6.3	-0.3%	-1.1%	-0.2%	-5.8%	-21.0%	7.2%
CN(C)c1oc(-c2ccccc2Cl)nc1P(=O)(c1ccccc1)c1ccccc1	2.6	-5.0%	-5.6	-3.9%	-7.9%	0.1%	-0.7%	?	32.4%[activator]
CS(=O)(=O)N(CC(=O)N1CCN(c2cccc(Cl)c2)CC1)c1ccccc1	0.3	0.2%	-0.9	3.2%	2.4%	1.2%	-1.6%	-14.2%	-1.6%[57.1 µM]
CC1NC(=O)NC1CCCCCC(=O)NCCc1ccccc1 (centres undefined)	1.6	0.6%	3.2	2.2%	2.9%	0.8%	-0.9%	-5.0%	5.4%
Cc1oc(/N=C/c2ccc(Cl)cc2)c(C#N)c1C	-2.7	-11.0%	-2.0	-9.9%	13.3%	-0.7%	-3.8%	-12.3%	14.5%[57.1 µM]
O=C(C[n+]1ccccn1)c1ccccc1	-2.0	1.9%	-3.0	-17.5%	5.4%	2.1%	1.8%	-10.9%	-8.6%
CCOC(=O)c1cccc(NC(=O)CCn2nnc3ccccc32)c1	0.3	-5.3%	-1.5	3.2%	-3.3%	0.9%	-1.4%	-5.3%	-6.8%
C=CCOc1c(Cl)cc(Cl)cc1S(=O)(=O)NCCO	-2.4	-1.9%	-1.3	0.2%	5.0%	.	-2.9%	-1.0%	7.2%[57.1 µM]
O=C(C1CC1)N1N=C(c2ccccc2)CC1(O)C(F)(F)C(F)(F)F (centres undefined)	-3.1	2.4%	1.6	-11.0%	-3.2%	-2.7%	-1.0%	-22.1%	-7.6%
COc1cccc(C(O)c2ncc(-c3ccc(Cl)cc3)[nH]2)c1 (centres undefined)	-5.1	-2.7%	-3.0	.	.	.	6.1%	.	.
CCNc1nc(SC(C)C(=O)OC)nc(N(C)C)n1 (centres undefined)	-0.9	-6.3%	0.9	9.0%	-9.9%	-1.2%	1.7%	1.7%	4.9%[57.1 µM]
O=C(CCC(=O)c1cccs1)NCc1ccc(F)cc1	-1.7	0.5%	-4.9	9.3%	0.9%	1.5%	-2.1%	-11.3%	4.1%
